MgcRacGAP inhibition: MgcRacGAP GTPase-activating activity inhibitors, confirmation, biochemical, ADP Hunter fluorescence; MgcRacGAP-stimulated Rac1 GTP hydrolysis, ADP Hunter fluorescence; higher % means a stronger effect; GST-tagged Rac1 F28L mutant substrate; inhibition, % at 30 µM; hits with a dose series show IC50 in µM; hit rate 0.6% among 340,000; AID 624330;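 active = first-screen hits whose inhibition reached a set limit at any dose in the follow-up dose series; inconclusive = inhibition above the set first-screen limit but never retested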;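 note: fluorescence reports GDP produced by GAP-driven GTP hydrolysis; strong numbers were not always called active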
West Nile antiviral: inhibition of WNV-induced cytopathic effect – cell-based, CPE readout (AID 1621) | West Nile virus-infected cells, CPE inhibition; higher % means a stronger effect | one-dose CPE inhibition, % at 10 µM; IC50 in µM for titrated hits | hit rate 0.02% among 290,000; in the data active = a potency from the dose series; inconclusive = CPE inhibition mostly from about 3.7% at the one dose, without a potency; inactive = the rest, 99 in 100 with CPE inhibition below about 2.2%; note: strong numbers were not always called active
K1F lysis inhibition: inhibition of K1F phage lysis, E. coli UTI89, bacterial capsule biogenesis inhibitors, alamar blue (AID 488966). E. coli UTI89 K1F phage lysis, alamar blue, 2 h; higher % means a stronger effect. one-dose inhibition, % at 100 µM; IC50 in µM for titrated hits. hit rate 0.02% among 340,000;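 active = phage lysis inhibition, versus mean bacterial control, above a set limit; inconclusive = no clear call, values can overlap the other calls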;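 note: capsule biogenesis inhibitors block K1F phage lysis so surviving cells raise fluorescence; higher fluorescence means more inhibition of phage lysis; actives were called in the ten point dose series up to 300 µM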
NTR1 agonist: agonists of NTR1, primary screen, imaging, U2OS cells, beta-arrestin-GFP, high content (AID 493036); P30989; NTR1-U2OS beta-arrestin-GFP spot imaging, agonist mode; activation, % at 20 µM; hit rate 0.17% among 330,000;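 active = activation at or above 40% of the spot to cytoplasm intensity ratio, with at least 20 cells analyzed; inconclusive = wells under 20 cells, flagged as cytotoxic or low count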;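 note: 0% = DMSO without peptide and 100% = 100 nM NTR1 peptide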
Target sequence (P30989 whole entry, looked up): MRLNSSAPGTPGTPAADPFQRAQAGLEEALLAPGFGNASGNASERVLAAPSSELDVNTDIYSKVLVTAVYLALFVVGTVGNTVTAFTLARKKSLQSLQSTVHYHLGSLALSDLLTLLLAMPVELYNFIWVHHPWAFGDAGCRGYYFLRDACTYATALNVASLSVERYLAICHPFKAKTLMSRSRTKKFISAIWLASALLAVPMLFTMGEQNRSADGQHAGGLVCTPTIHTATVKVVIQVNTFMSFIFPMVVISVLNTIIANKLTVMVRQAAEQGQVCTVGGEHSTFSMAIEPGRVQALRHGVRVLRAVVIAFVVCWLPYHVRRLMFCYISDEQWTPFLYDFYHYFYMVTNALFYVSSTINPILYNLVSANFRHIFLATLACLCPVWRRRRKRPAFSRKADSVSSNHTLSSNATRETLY
RSV antiviral HEp-2: inhibition of RSV-induced cytopathic effect – HEp-2 cells, primary 10 µM value included (AID 2391). HEp-2 cells, RSV-induced CPE inhibition; higher % means a stronger effect. one-dose CPE inhibition, % at 10 µM; IC50 in µM for titrated hits. hit rate 0.13% among 310,000; in the data active = a potency from the dose series; inconclusive = CPE inhibition mostly from about 23% at the one dose, without a potency; inactive = the rest, 99 in 100 with CPE inhibition below about 21%; note: strong numbers were not always called active
NS5 inhibitors: Dengue-2 NS5 methyltransferase inhibitors, primary screen, biochemical, confirmation dose response (AID 588689) | hit rate 0.3% among 340,000 | inhibition, % at 25 µM, or IC50 in µM where a hit was titrated | Dengue-2 NS5 methyltransferase capping enzyme assay, biochemical; higher % means a stronger effect; in the data active = a potency from the dose series; inconclusive = inhibition above about 29% without an active follow-up result
AID2073: disruptors of CaV2.2 binding to Mint1 – biochemical, HTRF (AID 2073). HTRF protein-protein interaction, Mint1-CaV2.2; higher % means a stronger effect. one-dose inhibition, % at 20 µM; IC50 in µM for titrated hits. hit rate 0.19% among 290,000; in the data active = inhibition mostly above about 51%, no sharp cut-off; inconclusive = no clear call, values can overlap the other calls; inactive = mostly below about 53%; note: some results filed as inactive read as strong as hits
SV40 large T antigen: TAg ATPase/helicase activity blockers – biochemical (AID 1903). SV40 large T antigen ATPase/helicase inhibition assay; higher % means a stronger effect. inhibition, % at 20 µM, or IC50 in µM where a hit was titrated. hit rate 0.39% among 310,000; in the data active = a potency from the dose series; inconclusive = inhibition mostly from about 32% at the one dose, without a potency; inactive = the rest, 99 in 100 with inhibition below about 32%; note: strong numbers were not always called active
SIAH1 antagonists: Siah-1 peptide-binding antagonists, primary screen, biochemical, fluorescence polarization, rhodamine-plectin, uHTS (AID 1817). Siah-1 / rhodamine-plectin peptide fluorescence polarization; higher % means a stronger effect. one-dose displacement, % at 20 µM; IC50 in µM for titrated hits. hit rate 0.02% among 290,000;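 active = displacement of at least 50% at 20 µM, with a fluorescence ratio check between 0.3 and a set limit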;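 note: plate controls were Siah plus tracer with DMSO for no effect and tracer alone without Siah for full effect; strong numbers were not always called active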
NTR1 agonist cell count 20 µM: recorded beside NTR1 agonist, whose call it bears; cell count; measured here: cell count, cytotoxicity flag
NS5 inhibitors pilot replicate: recorded beside NS5 inhibitors, whose call it bears; inhibition, %; measured here: pilot screen replicate inhibition
Starred values were filed as active, the others as inactive; i = inactive; u = inconclusive; x = no result given; [ ] = another dose, or the depositor's remark.

SMILES	MgcRacGAP inhibition	West Nile antiviral	K1F lysis inhibition	NTR1 agonist	NTR1 agonist cell count 20 µM	RSV antiviral HEp-2	NS5 inhibitors	AID2073	SV40 large T antigen	SIAH1 antagonists	others
O=C(Cc1cccc(C(F)(F)F)c1)Nc1ccccc1	-1%	0.4%	-3.0%	-1.8	88	2.2%	1%	1%	18%	0%
c1ccc(OCCOCCN2CCOCC2)cc1	1%	-0.5%	0.3%	-0.1	44	1.7%	-3%	-10%	1%	0%
CCOC(=O)C(=O)N1CCN(c2cc3c(cc2[N+](=O)[O-])n(C)c(=O)n3C)CC1	0%	-0.7%	0.5%	0.3	63	4.4%	1%	-6%	22%	3%
COc1cc(-c2nnc(CSc3nnc(Nc4ccc(Oc5ccccc5)cc4)s3)o2)cc(OC)c1OC	10%	-0.3%	1.4%	7.8	54	19%	-4%	15%	19%	2%
CN(/N=C/c1cccs1)c1cc(=O)n(C)c(=O)[nH]1	6%	0.4%	-0.1%	-0.6	57	3.1%	-7%	23%	-6%	7%
COc1ccc(-n2c(CN3CCN(C)CC3)nc3ccc([N+](=O)[O-])cc3c2=O)c(OC)c1	6%	0.1%	0.3%	0.8	94	0.5%	-2%	2%	6%	-2%
O=C1CN(C(=O)/C=C/c2cc(Br)ccc2F)CCN1	-2%	-0.1%	0.0%	2.0	49	0.0%	-9%	-7%	1%	0%
Cc1cc(OC(=O)c2cccc(F)c2)c([N+](=O)[O-])c(=O)[nH]1	9%	0.5%	0.1%	1.1	72	3.6%	-5%	-2%	4%	2%
COc1ccc(-n2c(C)cc(/C=C3\C(=N)N4N=C(CC(=O)N5CCOCC5)SC4=NC3=O)c2C)c(OC)c1	-2%	0.3%	-0.5%	-0.4	59	12µM*	-27%	28%	10%	-3%
CCOc1ccc(N=C2NC(=O)CS2)cc1	11%	-1.1%	0.4%	-1.6	60	47%	2%	5%	18%	12%
CSCCC(NC(=O)COc1ccccc1)C(=O)N1CCN(c2ccccc2O)CC1 (stereo not drawn)	5%	x	-0.2%	0.5	60	-1.4%	-4%	x	6%	x
CC(=O)c1c(O)cc(=O)oc1-c1ccc(C)cc1	1%	x	-0.6%	-1.2	35	1.4%	-3%	x	6%	x
COc1cc(OC)cc(OCC(O)Cn2ccnc2C)c1 (stereo not drawn)	7%	-0.8%	-0.4%	-0.4	86	1.3%	-11%	1%	11%	1%
O=C(OCc1c(Cl)nc2sccn12)c1cc2c(s1)CCCC2	5%	x	0.1%	1.0	46	1.9%	-2%	4%	-7%	-1%
O=C(CSc1nnc2ccccn12)NCc1ccc2c(c1)OCO2	-3%	0.1%	-0.3%	-2.6	70	2.4%	-5%	-7%	14%	0%
CCOc1ccc(N2CC(C(=O)Nc3nnc(C4CCCCC4)s3)CC2=O)cc1 (stereo not drawn)	8%	-0.8%	0.1%	-0.1	60	0.8%	9%	-5%	28%	0%
O=C(N/N=C/c1ccc(Cl)s1)C(O)c1ccccc1 (stereo not drawn)	9%	-0.8%	0.3%	1.5	51	0.6%	-1%	4%	-1%	-2%
C=CCNC(=O)/C(=C/c1ccccc1OCC)NC(=O)c1ccccc1	2%	-0.7%	2.3%[50 µM]	-1.5	56	0.8%	1%	3%	2%	5%
CCOC(=O)N1N=C(C)CC1(O)c1ccc(Cl)cc1 (stereo not drawn)	4%	0.0%	-0.1%	-0.1	26	3.6%	-9%	-9%	11%	-6%
CC1(C)CC(NC(=O)C(=O)NCCc2ccccc2)CC(C)(C)N1	13%	0.9%	i	0.0	55	x	0%	8%	8%	-3%
CCCNC(=O)C(Cc1ccccc1)NC(=O)c1ccccc1 (stereo not drawn)	-1%	x	1.2%	-1.0	59	0.6%	-6%	x	x	x
Cc1ccc(CNC(=O)c2ccccc2-n2cnnn2)cc1	9%	-0.3%	0.3%	-1.2	67	1.0%	9%	3%	8%	0%
Cc1ccc(N(CC(=O)Nc2cc(Cl)ccc2Oc2ccccc2)S(C)(=O)=O)cc1C	8%	-0.4%	0.5%	10	60	9.1%	-1%	21%	3%	-1%
COc1ccc(S(=O)(=O)NCCSCc2ccco2)cc1OC	1%	0.1%	-0.6%	-1.2	45	0.2%	-2%	11%	14%	-4%
CCOc1ccc(N(C(C)C(=O)N/N=C(\C)C(C)(C)C)S(C)(=O)=O)cc1 (stereo not drawn)	4%	-0.4%	1.1%[50 µM]	1.6	62	1.8%	-6%	-3%	2%	20%
Carrying on.
SMILES	MgcRacGAP inhibition	West Nile antiviral	K1F lysis inhibition	NTR1 agonist	NTR1 agonist cell count 20 µM	RSV antiviral HEp-2	NS5 inhibitors	AID2073	SV40 large T antigen	SIAH1 antagonists	others
COc1ccc(/C=N\NC(=O)C2COc3ccccc3O2)cc1O (stereo not drawn)	31%	0.3%	-0.3%[50 µM]	-0.6	55	1.9%	0%	7%	u	4%
CC(=O)Nc1ccc(NC(=O)C(C)OC(=O)CN2C(=O)C3CCCCC3C2=O)cc1 (stereo not drawn)	4%	x	1.7%[50 µM]	0.6	53	x	1%	x	x	x
CN1CCN(C(=O)C2=C[C@H](C3CC3)C[C@H](OCc3ccc(CO)cc3)O2)CC1	5%	1.2%	1.5%	0.2	77	-0.2%	6%	x	6%	x
CC(NC(=O)CSc1nc2ccccc2n1C)c1ccccc1 (stereo not drawn)	-2%	-0.9%	-0.3%	0.3	50	0.7%	2%	1%	8%	13%
Cc1nc([N+](=O)[O-])cn1CC(=O)c1ccccc1	8%	0.0%	0.3%	-1.3	50	-2.6%	-5%	7%	2%	15%
O=C(NC(=S)Nc1ccc(Br)c(Cl)c1)C1CC1	7%	-0.7%	-0.1%	4.4	61	19%	-4%	-2%	6%	0%
COc1ccc(/C(O)=C2/C(=O)C(=O)N(CCN(C)C)C2c2cccnc2)cc1C (stereo not drawn)	4%	-0.1%	0.5%	-1.2	53	-0.4%	-1%	4%	29%	0%
O=C(c1cc(-c2ccc3c(c2)OCO3)on1)N1CCCCC1	5%	-1.0%	0.5%	-0.3	53	1.2%	2%	1%	5%	10%
COc1ccc(S(=O)(=O)N(C)CC(=O)NC2CCCC2)cc1OC	10%	-0.3%	0.0%	-1.4	50	0.5%	-7%	0%	9%	2%
CC(C)(C)C(=O)Nc1ccc(F)cc1[N+](=O)[O-]	12%	0.0%	0.8%	-1.0	45	0.5%	5%	13%	3%	13%
O=C(c1ccco1)N1CCN(C(=O)C2CCCO2)CC1 (stereo not drawn)	2%	-0.2%	1.5%	-1.8	49	1.5%	1%	6%	-7%	7%
CCOC(=O)C1CCCN(C(=O)Cn2nc(C)c3c(C)n(-c4ccccc4)nc3c2=O)C1 (stereo not drawn)	-12%	-0.4%	0.2%	-1.0	54	7.7%	6%	5%	0%	-2%
CN(C)CC(=O)Nc1ccc(Oc2ccc(Cl)cc2)cc1	13%	0.7%	0.4%	-1.5	73	1.3%	0%	-4%	2%	1%
CCC(C)(C)NC(=O)C(c1sccc1C)N(Cc1ccco1)C(=O)c1csnn1 (stereo not drawn)	1%	-1.5%	-0.8%	-1.4	54	1.3%	-2%	5%	7%	12%
COc1ccccc1NC(=O)NCC(=O)Nc1ccc(F)c(F)c1	3%	0.1%	1.0%	2.6	74	2.8%	0%	11%	4%	-1%
CCOC(=O)C1=CN(Cc2ccco2)S(=O)(=O)NC1c1ccc(C(F)(F)F)cc1 (stereo not drawn)	6%	x	0.5%	0.1	54	x	-4%	x	x	x	NS5 inhibitors pilot replicate=0.9
CC(=O)NC(=S)Nc1ccc(NC(=O)COc2ccc(Cl)cc2Cl)cc1	6%	0.4%	0.2%	7.3	87	-0.5%	-3%	7%	-1%	-4%
Cc1nn(C)c(Cl)c1/C=C/C(=O)O	x	0.4%	x	-0.5	45	0.4%	x	-4%	9%	2%
Cc1cc(NC(=O)c2ccc(Cl)cc2Cl)n(CCC#N)n1	4%	1.1%	-0.5%	-0.3	37	3.7%	-7%	10%	8%	4%
Cc1ccc(CN(c2ccc(C(=O)NCC3CCCO3)cc2)S(C)(=O)=O)cc1 (stereo not drawn)	7%	-0.3%	-0.1%	1.0	39	4.8%	-3%	3%	4%	-6%
CC(=O)c1cccc(NC(=O)CN(C)S(=O)(=O)c2ccc3c(c2)CC(C)N3C(C)=O)c1 (stereo not drawn)	5%	-0.4%	1.7%	0.2	60	4.7%	-3%	2%	8%	10%
CCC1Nc2ncnc(N3CCCCC3)c2N(Cc2ccccc2)C1=O (stereo not drawn)	6%	x	0.0%	1.6	52	1.1%	-4%	x	10%	x
COC(=O)c1ccc(NC(=O)CCN2CCOCC2)cc1	8%	-0.3%	0.1%	-0.4	78	-0.9%	-3%	14%	11%	1%
COc1ccc(OC)c(C2CC(c3ccccc3)=NN2C(=S)Nc2ccccc2)c1 (stereo not drawn)	15%	0.7%	0.5%	0.1	49	0.1%	4%	5%	10%	-1%
O=c1[nH]cnc2c1sc(=S)n2-c1ccccc1	13%	1.1%	0.2%	1.1	70	8.5%	-15%	-8%	21%	0%	NS5 inhibitors pilot replicate=8.8
Additional records follow:
SMILES	MgcRacGAP inhibition	West Nile antiviral	K1F lysis inhibition	NTR1 agonist	NTR1 agonist cell count 20 µM	RSV antiviral HEp-2	NS5 inhibitors	AID2073	SV40 large T antigen	SIAH1 antagonists	others
O=C(Cc1c(F)cccc1Cl)NCCc1c[nH]c2ccccc12	4%	0.5%	0.1%	-0.2	39	12%	-4%	6%	2%	-2%
O=C(CSc1ncn[nH]1)N1CCN(c2nnc(-c3ccccc3)c3ccccc23)CC1	12%	1.5%	0.0%	3.2	75	6.2%	-5%	-1%	6%	9%
O=C(CN1CCCC1)Nc1ccc(NC(=O)Nc2ccccc2)cc1	13%	-0.2%	0.2%	-1.0	46	-1.2%	-14%	-5%	9%	-4%
Oc1c(C(c2ccccc2Cl)N2CCCC2)ccc2cccnc12 (stereo not drawn)	-3%	u	0.7%	13	35	5.5%	-2%	18%	5%	-9%
CCC(Sc1nc2ccccc2c(=O)[nH]1)C(=O)O (stereo not drawn)	5%	0.3%	0.2%	1.0	63	2.3%	1%	-18%	3%	-3%
COc1cc(NC(=O)CCC(=O)Nc2ccc3nc(N4CCOCC4)cc(C)c3c2)cc(OC)c1OC	-6%	0.1%	-0.3%	0.6	51	1.0%	3%	1%	8%	1%

Assay outcomes as filed in PubChem BioAssay.
